G9a inh: qHTS Assay for Inhibitors of Histone Lysine Methyltransferase G9a; Histone-lysine N-methyltransferase EHMT2 (Homo sapiens), Q96KQ7; G9a H3K9 monomethylation, AlphaScreen, 2 h; Potency, µM (doses to about 102 µM), without a hit: at the highest dose activity, negative = inhibition, usual class: inhibitors; actives 8.8% (n = 350,000); note: potency is the fitted concentration of half-maximal effect; % is set by controls: 0 for no effect and ±100 for the full control effect; nearly all actives have a fitted effect of over 75% in size
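Readings reflect AlphaScreen signal from monomethyl-H3K9 antibody detection. HMT at 20 nM; substrate b-H3K9 500 nM; cofactor SAM 20 uM; 2 h RT reaction; compounds tested as titrations in qHTS with 15 min preincubation.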
HP1b chromo inh: HTS for Inhibitors of HP1-beta Chromodomain Interactions with Methylated Histone Tails. Chromobox protein homolog 1 (Homo sapiens), P83916. AlphaScreen HP1-beta / biotin-H3K9me3 peptide binding. Potency, µM (top dose mostly 114 µM), inactives show at the top dose activity change, negative = inhibition, actives largely listed as inhibitors. actives 0.56% (n = 390,000); note: potency is the fitted concentration of half-maximal effect; nearly all actives have a fitted effect of over 70% in size; inactives centre near 23
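AlphaScreen: HP1-beta (50 nM) preformed 30 min with biotin-H3(1-18)K9me3 peptide (50 nM) in PBS pH 7.4, 0.01% Tween-20. Compound added for 30 min at RT, then streptavidin donor/nickel chelate acceptor beads (10 ug/mL) for 30 min.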
GLS inh: qHTS for Inhibitors of Glutaminase (GLS); GLS enzymatic activity, qHTS titration; Potency, µM (series often up to 45.5 µM), without a hit: at the top dose activity change, negative = inhibition, actives largely listed as inhibitors; Glutaminase kidney isoform, mitochondrial (Homo sapiens), O94925; AID 624170, 2012; actives 0.21% (n = 410,000); note: potency is the fitted concentration of half-maximal effect; % is set by controls: 0 for no effect and ±100 for the full control effect
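Glutamate formation by hKGA was monitored fluorometrically using coupled glutamate oxidase, HRP and Amplex Red. Substrate was added as 1 mM L-glutamine solution; incubation was 30 min at RT after an initial read.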
ERG Ets-DNA blk: qHTS for Small Molecule Inhibitors of the ERG Ets/DNA interaction; fluorescence polarization, His-ERG Ets domain / labelled DNA; AID 624246, 2012; actives 0.028% (n = 370,000); Potency, µM (titrated, usually from 76.9 µM), without a hit: top-dose FP activity, negative = inhibition, most hits filed as inhibitors; active = well fitted inhibition curve with a large enough effect in the polarisation, with a control signal flat; inconclusive = small, poorly fitted or top-dose-only effect, or effect the other way, or a change in a side signal; inactive = no such curve, though single readings can be large or run the other way; the % refers to the polarisation;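 note: polarization taken with two DNA probes labelled with fluorescein and Texas red; potency is the fitted concentration of half-maximal effect; % of control where 0% means no effect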
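His-tagged ERG Ets domain (1 uM in the protein solution; 300mM KCl, 50mM Tris-HCl, 1mM EDTA, 1mM DTT, pH 7.5) received compound, then a probe mix of 5 nM fluorescein-DNA and 100nM Texas-615-DNA. Fluorescence polarization was read for both dyes.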
Pin1 inhibitor: qHTS Assay to Find Inhibitors of Pin1 | Pin1 FP peptide displacement, HiFluor488, 10 min | Potency, µM (top dose mostly 115 µM), for inactives: at the top dose activity, negative = inhibition, most hits filed as inhibitors | AID 504891, 2011 | actives 0.009% (n = 390,000); active = well fitted inhibition curve with a large enough effect in the polarisation, with a control signal flat, not every such curve was filed as active; inconclusive = small, poorly fitted or top-dose-only effect, or effect the other way, or a change in a side signal; inactive = no such curve, though single readings can be large or run the other way; the % refers to the polarisation; note: potency is the fitted concentration of half-maximal effect; % is set by controls: 0 for no effect and ±100 for the full control effect
Tb PGK inh: qHTS Assay to Find Inhibitors of Phosphoglycerate Kinase; Phosphoglycerate kinase, glycosomal (Trypanosoma brucei brucei), P07378; PGK/GAPDH coupled, Kinase-Glo luminescence, 60 min; Potency, µM (series often up to 57.5 µM), inactives show top-dose activity change, negative = inhibition, hits mostly inhibitors; actives 0.043% (n = 380,000); AID 602233, 2012; note: potency is the fitted concentration of half-maximal effect; % is set by controls: 0 for no effect and ±100 for the full control effect; nearly all actives have a fitted effect of over 60% in size
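Luminescent ATP detection (Kinase-Glo Plus) follows a 60-minute room-temperature incubation, with wells lacking PGK as controls. Buffer: 100 mM TEA (pH 7.6), 5 mM MgCl2, 0.01% Tween-20. Coupling enzyme GAPDH (100 nM final) supplies unstable 1,3-BPG in-well.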
PI4K2A inh: qHTS for small molecular inhibitors of PI4K2A; actives 0.13% (n = 420,000); activity change, negative = inhibition, % at 76.9 µM; purified PI4K2A, ADP-Glo luminescence, 1 h; hits give low values; AID 1346378, 2018; in the data active = activity change below about -50%; inconclusive = mostly about -30% to -49%;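 note: -100% = wells without enzyme as full effect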
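PI4K2A activity was measured by ADP-Glo luminescence: enzyme (4 ug/mL stock) and phosphatidylinositol (1.2 mM stock) in Tris pH 7.5/MgCl2/EGTA/Triton X-100 buffer were reacted with ATP (300 microM stock) for one hour at ambient temperature.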
JMJD2A Tudor inh: qHTS Assay for Inhibitors of JMJD2A-Tudor Domain | Lysine-specific demethylase 4A (Homo sapiens), O75164 | AlphaScreen JMJD2A-Tudor / H3K4me3 peptide binding | Potency, µM (highest dose often 114 µM), for the others: at the top dose activity change, negative = inhibition, most hits filed as inhibitors | actives 4.4% (n = 390,000) | AID 504339, 2011; note: potency is the fitted concentration of half-maximal effect; % is set by controls: 0 for no effect and ±100 for the full control effect; nearly all actives have a fitted effect of over 50% in size
BAZ2B block: qHTS Assay for Inhibitors of BAZ2B; Bromodomain adjacent to zinc finger domain protein 2B (Homo sapiens), Q9UIF8; AlphaScreen BAZ2B-H3K14Ac peptide displacement; Potency, µM (highest dose often 114 µM), without a hit: at the highest dose activity change, negative = inhibition, actives largely listed as inhibitors; actives 4.4% (n = 360,000); AID 504333, 2011; note: potency is the fitted concentration of half-maximal effect; % is set by controls: 0 for no effect and ±100 for the full control effect; nearly all actives have a fitted effect of over 60% in size
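Protein-peptide AlphaScreen: BAZ2B 50 nM, b-H3K14Ac 50 nM, 1x PBS pH 7.4 + 0.01% Tween-20. Preincubation 30 min RT; cpd 30 min RT (top 110 uM); beads 20 min RT, light-protected.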
An asterisk follows results filed as active; [ ] = dose if it differs, or a comment. Unless noted, calls come from the whole dose curve; as a rule, active = well fitted curve in the direction sought with a large enough effect; inconclusive = small, poorly fitted or top-dose-only effect, or another doubt; inactive = no such curve, though single readings can be large; an effect the other way counts as inactive or inconclusive.

`Cc1nc(C(=O)NNC(=O)Nc2ccc(Cl)cc2)cs1` gave G9a inh 9%, HP1b chromo inh 42%[activator], GLS inh -20%, ERG Ets-DNA blk -3%, Pin1 inhibitor -1%, Tb PGK inh 12%, PI4K2A inh 0, JMJD2A Tudor inh 5% and BAZ2B block -7%.
For COc1ccc(NC(=O)C2CCCN2C(=O)Nc2ccccc2)cc1OC (stereo unspecified) the results were G9a inh 23%[59 µM], HP1b chromo inh 19%, GLS inh 4%, ERG Ets-DNA blk -1%, Pin1 inhibitor 1%, Tb PGK inh inactive, PI4K2A inh 5, JMJD2A Tudor inh -12% and BAZ2B block -1%.
Screening O=C(OCc1ccccc1Cl)C1CC(=O)N(Cc2ccco2)C1 (stereo unspecified) returned G9a inh 0%[12.7 µM], HP1b chromo inh -8%, GLS inh 7%, ERG Ets-DNA blk 24%, Pin1 inhibitor -2%, Tb PGK inh inactive, PI4K2A inh 1, JMJD2A Tudor inh -25% and BAZ2B block -8%.
`CC(=O)Nc1ccc(NC(=O)C2CCCN2S(=O)(=O)c2ccc3c(c2)CCCC(=O)N3)cc1` (stereo unspecified) gave G9a inh inconclusive, HP1b chromo inh 30%, GLS inh -6%, ERG Ets-DNA blk 8%, Pin1 inhibitor 1%, Tb PGK inh inactive, PI4K2A inh -3, JMJD2A Tudor inh 3% and BAZ2B block inconclusive.
For Cc1nn(C2CCS(=O)(=O)C2)c(Cl)c1/C=C/C(=O)OCC(=O)c1cc(C)n(-c2ccc(F)cc2)c1C (stereo unspecified) the results were G9a inh -12%[59 µM], HP1b chromo inh 27%, GLS inh 2%, ERG Ets-DNA blk 5%, Pin1 inhibitor 26%, Tb PGK inh inactive, PI4K2A inh 5, JMJD2A Tudor inh -18% and BAZ2B block -4%.
For CCCCN1CCN=C1Nc1ccccc1 the results were G9a inh inconclusive, HP1b chromo inh 51%[activator], GLS inh -2%, ERG Ets-DNA blk 2%, Pin1 inhibitor 2%, Tb PGK inh -6%, PI4K2A inh -1, JMJD2A Tudor inh -20% and BAZ2B block -3%.
For O=C(OCC#CCSc1nc2ccccc2s1)c1ccco1 the results were G9a inh 7%, HP1b chromo inh 149%[activator], GLS inh 1%, ERG Ets-DNA blk 3%, Pin1 inhibitor 9%, Tb PGK inh 3%, PI4K2A inh -7, JMJD2A Tudor inh 69%[activator] and BAZ2B block -5%.
`COc1ccc(Cl)cc1C(=O)NNC(=O)c1nc2nc(C)cc(C)n2n1` gave G9a inh 8%, HP1b chromo inh 34%, GLS inh 2%, ERG Ets-DNA blk -6%, Pin1 inhibitor -3%, Tb PGK inh -10%, PI4K2A inh -3, JMJD2A Tudor inh -8% and BAZ2B block -1%.
For COc1ccc(CN(CC2CCC(C(=O)O)CC2)C(=S)Nc2ccc(C)c(Cl)c2)cc1 (stereo unspecified) the results were G9a inh inconclusive, HP1b chromo inh 10%, GLS inh 24%, ERG Ets-DNA blk -4%, Pin1 inhibitor -3%, Tb PGK inh 5%, PI4K2A inh -4, JMJD2A Tudor inh -17% and BAZ2B block -2%.
`COc1ccc(NC(=S)NN2CCN(C)CC2)cc1` gave G9a inh 36%[0.501 µM], HP1b chromo inh 17%, GLS inh 9%, ERG Ets-DNA blk -1%, Pin1 inhibitor -2%, Tb PGK inh 8%, PI4K2A inh -7, JMJD2A Tudor inh 1% and BAZ2B block -1%.
Screening O=C(CSc1nc(C(F)(F)F)cc(=O)[nH]1)NCC1CCCO1 (stereo unspecified) returned G9a inh 5%, HP1b chromo inh 6%, GLS inh 9%, ERG Ets-DNA blk -3%, Pin1 inhibitor -1%, Tb PGK inh -1%, PI4K2A inh 1, JMJD2A Tudor inh -6% and BAZ2B block -8%.
CCC(C(=O)NC1CCCCC1)n1nc(C)c2c(C)n(-c3ccccc3)nc2c1=O (stereo unspecified) was read as G9a inh 41%, HP1b chromo inh 38%, GLS inh 0%, ERG Ets-DNA blk 0%, Pin1 inhibitor 1%, Tb PGK inh 8%, PI4K2A inh 4, JMJD2A Tudor inh -10% and BAZ2B block -2%.
`O=C(Nc1ccc2oc(-c3ccccc3)nc2c1)c1ccco1` gave G9a inh 13%[59 µM], HP1b chromo inh 14%, GLS inh 7%, ERG Ets-DNA blk -8%, Pin1 inhibitor 1%, Tb PGK inh 3%, PI4K2A inh -1, JMJD2A Tudor inh 0% and BAZ2B block 5%.
For CN(C)/C=N/c1c(C#N)nnn1Cc1ccccc1 the results were G9a inh 12%[59 µM], HP1b chromo inh 51%[activator], GLS inh -3%, ERG Ets-DNA blk -1%, Pin1 inhibitor -2%, Tb PGK inh 4%, PI4K2A inh -10, JMJD2A Tudor inh 0%[11.4 µM] and BAZ2B block inconclusive.
`CCN(CC(=O)Nc1c(F)cccc1F)C(=O)c1nn(C)c(=O)c2ccccc12` gave G9a inh 20%[59 µM], HP1b chromo inh 36%, GLS inh 2%, ERG Ets-DNA blk 7%, Pin1 inhibitor -7%, Tb PGK inh inactive, PI4K2A inh -3, JMJD2A Tudor inh -9% and BAZ2B block 10%.
Screening CCC(=O)Nc1ccc(NC(=O)c2ccccn2)cn1 returned G9a inh inconclusive, HP1b chromo inh 17%, GLS inh 4%, ERG Ets-DNA blk -15%, Pin1 inhibitor -7%, Tb PGK inh -13%, PI4K2A inh -14, JMJD2A Tudor inh -13% and BAZ2B block 6%.
For NC(=O)CSc1nnc(Cc2cccs2)n1C1CCCCC1 the results were G9a inh 19%, HP1b chromo inh 26%, GLS inh 3%, ERG Ets-DNA blk -1%, Pin1 inhibitor 7%, Tb PGK inh 22%, PI4K2A inh 2, JMJD2A Tudor inh -10% and BAZ2B block 6%.
For CCCCC(=O)N(Cc1ccc(F)cc1)C1CCS(=O)(=O)C1 (stereo unspecified) the results were HP1b chromo inh 29%, GLS inh 1%, ERG Ets-DNA blk -2%, Pin1 inhibitor -8%, Tb PGK inh -6%, PI4K2A inh -2, JMJD2A Tudor inh -10% and BAZ2B block -5%.
For CCCc1[nH]nc2c1C(C1CC=CCC1)C(C#N)=C(N)O2 (stereo unspecified) the results were G9a inh 12%, HP1b chromo inh 13%, GLS inh 17%, ERG Ets-DNA blk -6%, Pin1 inhibitor -2%, Tb PGK inh inactive, PI4K2A inh -3, JMJD2A Tudor inh -18% and BAZ2B block -35%.
For CN1CCN(CC(=O)Nc2ccccc2[N+](=O)[O-])CC1 the results were G9a inh -32%[59 µM], HP1b chromo inh inconclusive, GLS inh 0%, ERG Ets-DNA blk -1%, Pin1 inhibitor -3%, Tb PGK inh inactive, PI4K2A inh -3, JMJD2A Tudor inh -15%[57.1 µM] and BAZ2B block -9%.
`CC(=O)Nc1cccc(NC(=O)/C=C/c2ccc(S(=O)(=O)N3CCOCC3)cc2)c1` gave HP1b chromo inh 14%, GLS inh -3%, ERG Ets-DNA blk 10%, Pin1 inhibitor 1%, Tb PGK inh -7%, PI4K2A inh -4 and JMJD2A Tudor inh -23%.
For CN(C)C(=O)CSc1nnc(-c2ccco2)n1-c1ccccc1 the results were HP1b chromo inh 67%[activator], GLS inh -5%, ERG Ets-DNA blk 14%, Pin1 inhibitor -2%, Tb PGK inh inactive, PI4K2A inh -1 and JMJD2A Tudor inh -10%.
Screening CCN1CCN(C(=O)c2nn(-c3ccc(C)cc3)c(=O)c3c2c2ccccc2n3C)CC1 returned G9a inh -21%[12.7 µM], HP1b chromo inh 16%, GLS inh 0%, ERG Ets-DNA blk -9%, Pin1 inhibitor -3%, Tb PGK inh -2%, PI4K2A inh 3, JMJD2A Tudor inh 4% and BAZ2B block 5%.
Screening O=C(COC(=O)c1ccc(S(=O)(=O)N2CCOCC2)cc1)NC1CCCC1 returned G9a inh -33%, HP1b chromo inh -13%, GLS inh 2%, ERG Ets-DNA blk -7%, Pin1 inhibitor 1%, Tb PGK inh 3%, PI4K2A inh 2, JMJD2A Tudor inh 8%[11.4 µM] and BAZ2B block -25%.
C/C=C/C=C\C(=O)Nc1cccc(C2=NOC3(C2)C[C@@H](C(N)=O)N(C(=O)c2cc([N+](=O)[O-])cc([N+](=O)[O-])c2C)C3)c1 (stereo partly specified) was read as G9a inh 24%[12.7 µM], HP1b chromo inh -13%, GLS inh -13%, ERG Ets-DNA blk -20%, Pin1 inhibitor inconclusive, Tb PGK inh -3%, PI4K2A inh -8, JMJD2A Tudor inh -35% and BAZ2B block -11%.

Source: PubChem (National Center for Advancing Translational Sciences (NCATS))
